LYPLA1 counter: LYPLA1 (human) inhibition in PME1 counter-screen | recombinant LYPLA1, FP-Rh probe fluorescence polarization | O75608 | inhibition, % at 5.9 µM | 320,000 tested, 0.16% active;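 active means inhibition above the mean of all tested compounds plus 3 SD, set per campaign, cut at about 14% in these data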;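 further: inhibitors block serine hydrolase probe labeling of LYPLA1 so polarization falls; 0% = enzyme with DMSO and 100% = wells lacking LYPLA1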
PAFAH2 FP inh: inhibitors of human PAFAH2; 340,000 tested, 0.99% active; Q99487; inhibition, % at 3.39 µM; recombinant PAFAH2, FP-rhodamine activity probe, fluorescence polarization; AID 492956;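 active means inhibition above the mean over all tested compounds plus 3 SD, cut at about 30% in these data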;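 further: inhibitors block probe labeling of enzyme so polarization drops; 0% = enzyme with DMSO and 100% = wells lacking PAFAH2 protein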
PAD4 inh: blocks human protein arginine deiminase 4; inhibition, % at 6.36 µM; 330,000 tested, 0.41% active; recombinant PAD4, RCA probe fluorescence polarization;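 active means percent inhibition above a cutoff equal to the mean of all tested compounds plus 3 SD, cut at about 15% in these data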;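 further: 0% = PAD4 with RCA probe and DMSO and 100% = probe without PAD4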
PAFAH1B2 FP inh: PAFAH1B2 (human) inhibition; P68402; 340,000 tested, 1.2% active; inhibition, % at 3.39 µM; recombinant PAFAH1B2, FP-rhodamine activity probe, fluorescence polarization;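 active means inhibition above the mean of all tested compounds plus 3 SD, cut at about 24% in these data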;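 further: 0% = enzyme with DMSO and 100% = wells lacking PAFAH1B2; many of its hits are not listed in these tables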
Target sequence (P68402 whole entry, looked up): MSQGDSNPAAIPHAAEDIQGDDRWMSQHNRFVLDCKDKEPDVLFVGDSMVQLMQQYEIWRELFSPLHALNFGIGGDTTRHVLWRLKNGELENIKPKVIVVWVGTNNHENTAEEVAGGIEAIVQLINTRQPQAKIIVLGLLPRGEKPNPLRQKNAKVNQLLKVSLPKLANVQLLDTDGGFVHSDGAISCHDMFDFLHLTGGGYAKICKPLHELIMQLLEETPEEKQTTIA
GSTO1 counter: blocks human GSTO1 in RBBP9 counter-screen; 300,000 tested, 1.1% active; recombinant GSTO1, activity-based probe fluorescence polarization; P78417; inhibition, % at 5.96 µM; AID 1974;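 active means inhibition above the campaign mean inhibition plus 3 SD, cut at about 35% in these data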;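 further: 0% = GSTO1-1 with DMSO and 100% = wells lacking GSTO1-1 enzyme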
Target sequence (P78417 whole entry, looked up): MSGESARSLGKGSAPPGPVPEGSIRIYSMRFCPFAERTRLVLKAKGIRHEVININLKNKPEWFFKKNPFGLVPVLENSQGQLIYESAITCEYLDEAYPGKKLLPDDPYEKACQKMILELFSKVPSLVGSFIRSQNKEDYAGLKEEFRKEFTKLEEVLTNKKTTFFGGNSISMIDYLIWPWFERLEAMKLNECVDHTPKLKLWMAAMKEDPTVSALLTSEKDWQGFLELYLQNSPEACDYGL
LYPLA2 inh: blocks human lysophospholipase 2, a PME1 counter-screen; O95372; recombinant LYPLA2, FP-Rh probe fluorescence polarization; inhibition, % at 5.9 µM; 320,000 tested, 0.38% active; AID 2177;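 active means inhibition above the screen-wide mean plus 3 SD, limit set per campaign, cut at about 26% in these data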;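 further: 0% = LYPLA2 with DMSO and 100% = wells lacking LYPLA2 enzyme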
PME-1 inh: PME-1 (human) inhibition; recombinant PME-1, FP-Rh probe fluorescence polarization; AID 2130; inhibition, % at 5.9 µM; Q9Y570; 320,000 tested, 0.53% active;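 active means inhibition above the campaign mean of all compounds plus 3 SD, cut at about 26% in these data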;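 further: competitive labeling of PME-1 active site by serine hydrolase directed probe; 0% = PME-1 with DMSO and 100% = wells lacking PME-1 enzyme; inhibitors block probe labeling so polarization falls and inhibition rises; many of its hits are not listed in these tables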
pPAFAH inh: inhibitors of human plasma PAF acetylhydrolase (pPAFAH); Q13093; recombinant pPAFAH, FP-rhodamine probe fluorescence polarization; inhibition, % at 3.39 µM; 330,000 tested, 1.5% active; AID 463082;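 active means inhibition above the mean inhibition across the screen plus 3 SD, cut at about 25% in these data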;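 further: inhibitors block binding of the rhodamine activity-based probe so polarization drops; 0% = enzyme with DMSO and 100% = wells lacking pPAFAH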
Target sequence (Q13093 whole entry, looked up): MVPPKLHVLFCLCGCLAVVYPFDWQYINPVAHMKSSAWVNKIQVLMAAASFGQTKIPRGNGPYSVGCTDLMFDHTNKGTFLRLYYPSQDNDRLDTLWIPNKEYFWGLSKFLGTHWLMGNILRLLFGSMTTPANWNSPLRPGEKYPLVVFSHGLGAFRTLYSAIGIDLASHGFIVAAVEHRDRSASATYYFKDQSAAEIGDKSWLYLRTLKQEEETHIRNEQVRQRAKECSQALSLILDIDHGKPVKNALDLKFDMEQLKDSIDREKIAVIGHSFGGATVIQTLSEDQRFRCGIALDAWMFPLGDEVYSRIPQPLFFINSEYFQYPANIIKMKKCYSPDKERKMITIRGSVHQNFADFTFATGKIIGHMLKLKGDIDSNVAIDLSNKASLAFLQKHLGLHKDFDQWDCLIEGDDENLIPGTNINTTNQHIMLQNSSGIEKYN
PAFAH1B3 FP inh: inhibitors of human PAFAH1B3; 340,000 tested, 0.28% active; recombinant PAFAH1B3, FP-rhodamine probe, fluorescence polarization; AID 492972; inhibition, % at 3.39 µM; Q15102;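 active means inhibition above the screen-wide average of all tested compounds plus 3 SD, cut at about 25% in these data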;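 further: 0% = enzyme with DMSO only and 100% = wells lacking PAFAH1B3 protein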
Starred values were filed as active, the others as inactive; x = not tested or not shown.

SMILES	LYPLA1 counter	PAFAH2 FP inh	PAD4 inh	PAFAH1B2 FP inh	GSTO1 counter	LYPLA2 inh	PME-1 inh	pPAFAH inh	PAFAH1B3 FP inh
COc1ccc(NC(=O)c2ccc(-n3cccn3)nc2)c(OC)c1	-1	0	-2	0	-4	3	5	-6	8
COc1ccc(OC)c2[nH]c(=O)c(CCNC(=O)C3CCCCC3)cc12	2	1	2	3	3	7	15	1	-1
COc1cc(CNc2ccc(N3CCOCC3)c(C(=O)O)c2)ccc1OCC(N)=O	0	-4	-2	-3	-2	-8	0	-8	-2
Cc1ccc(/C=C/C(=O)Nc2cc(C)on2)cc1	3	-6	-4	-1	6	-3	-6	-3	5
Cc1c(NC(=S)NC(=O)c2cccc(Br)c2)c(=O)n(-c2ccccc2)n1C	-3	0	-2	0	6	-3	-1	-3	5
COCCOC(=O)c1c(NC(=O)COC(=O)Cc2cccc(OC)c2)sc(C(N)=O)c1C	3	-1	2	4	0	15	0	8	12
COc1ccc(-c2ccc(CCC(=O)O)n2NC(N)=O)cc1	-1	3	-1	3	1	-9	-5	2	0
CCCCN(C)Cc1c(C)[nH]c2c(ccc3ccccc32)c1=O	-1	-1	-3	-4	-7	-1	-9	3	0
CC(=O)C1=C(C)NC(SCC(=O)c2ccc(-c3ccccc3)cc2)=C(C#N)C1c1cccnc1 (stereo not given)	-18	x	-8	x	7	-20	-24	7	x
Cc1occc1C(=O)Nc1ccc(S(N)(=O)=O)cc1	-3	0	0	4	-8	-1	5	2	10

Only LYPLA2 inh, for four of the compounds above:
Structure | LYPLA2 inh
COc1ccc(-c2ccc(CCC(=O)O)n2NC(N)=O)cc1 | -9
CCCCN(C)Cc1c(C)[nH]c2c(ccc3ccccc32)c1=O | -1
CC(=O)C1=C(C)NC(SCC(=O)c2ccc(-c3ccccc3)cc2)=C(C#N)C1c1cccnc1 (stereo not given) | -20
Cc1occc1C(=O)Nc1ccc(S(N)(=O)=O)cc1 | -1

(list continues)
SMILES	LYPLA1 counter	PAFAH2 FP inh	PAD4 inh	PAFAH1B2 FP inh	GSTO1 counter	LYPLA2 inh	PME-1 inh	pPAFAH inh	PAFAH1B3 FP inh
CC(CCc1ccccc1)NC(=O)c1cccc(F)c1 (stereo not given)	0	2	-1	0	3	-3	-9	0	7
O=[N+]([O-])c1cccc(-c2n[nH]c(=S)n2-c2ccc(Br)cc2)c1	-2	-11	-2	9	-7	3	0	-1	9
CC(=O)c1sc(NC(=O)C2CCN(c3ncnc4sc(C)c(C)c34)CC2)nc1-c1ccccc1	-3	-14	-1	-4	-11	-7	-6	-4	-8
CN(Cc1ccccc1)C(=O)N1CCOCC1	1	-4	3	1	9	3	-4	2	6
CCC(OC(=O)c1ccco1)C(=O)NCc1ccc(C)cc1 (stereo not given)	0	2	-2	3	7	1	3	-2	-3
CC1Cc2cc(S(=O)(=O)N3CCN(c4ccccc4)CC3)ccc2N1C(=O)C1CC1 (stereo not given)	0	2	3	3	4	0	2	4	3
C=CCOc1cccc(/C=N/NC(=O)CC(=O)NC2CCCCC2)c1	-2	-3	-5	16	-3	-2	0	-3	12
CCC1CCCCN1C(=O)CCNS(=O)(=O)c1ccc2c(c1)oc(=O)n2C (stereo not given)	-1	0	14	2	1	-5	-8	-1	11
CS(=O)(=O)c1ccc(-c2cccc(NC(=O)c3ccc(Br)o3)c2)nn1	0	2	-3	5	-8	4	-2	-2	-4
CCCCc1ccc(NC(=O)N2CCN(c3cc(C)nc4ccccc34)CC2)c(C)c1	-4	-1	-1	-4	-4	14	-8	4	1
COc1ccc([N+](=O)[O-])cc1NC(=O)C1(c2ccccc2)CCOCC1	0	6	-5	3	0	-1	10	3	6
NC(=O)c1ccc(NC(=O)CNC(c2ccccc2)c2ccccc2)cc1	-2	-4	-2	0	-4	-2	1	10	8
Cc1ccc(CNC(=O)Cc2noc3ccccc23)cc1	0	-2	-2	1	8	1	6	6	-3
Cc1csc(NC(=O)C2CC(=O)N(c3ccc4c(c3)OCCO4)C2)n1 (stereo not given)	4	-12	-9	-2	x	8	-1	-1	1
CC1(C)C2CCC1(C)C(OC(=O)CSc1nc(N)cc(=O)[nH]1)C2 (stereo not given)	-2	5	-5	20	-14	2	0	6	1
CCCNC(=O)C(Cc1ccccc1)NC(=O)Cc1ccccc1 (stereo not given)	3	-3	-3	2	x	7	1	0	6
CCOC(=O)N1CCC(n2c(=S)[nH]c3cc(OC)c(OC)cc3c2=O)CC1	-2	-1	-1	5	-6	-4	-2	-2	6
COc1ccc(OC)c(S(=O)(=O)N2CCNCC2)c1	-1	0	-2	2	-6	1	2	1	1
CCOc1ncccc1C(=O)Nc1cc(S(=O)(=O)N2CCCCC2)ccc1C	-3	-4	-5	-3	x	-6	1	0	9
CN1Cc2c(N3CCOCC3)nc3sc(C(=O)c4ccccc4)c(N)c3c2CC1(C)C	-1	8	0	6	3	5	-2	3	7
O=C1C=CC(=O)N1CCCCCCN1C(=O)C=CC1=O	2	x	0	x	-3	12	5	3	x
CC(C)COP(=O)(c1ccc(N(C)C)cc1)C(O)c1ccncc1 (stereo not given)	-1	-6	2	6	-9	2	-3	1	7
CC1Cc2ccccc2N1S(=O)(=O)c1cccc(C(=O)OCC(=O)NC2CCS(=O)(=O)C2)c1 (stereo not given)	-1	17	-5	26*	2	-5	2	11	-4
COc1ccccc1-n1c(C)nc(=O)c(-c2ccccc2)c1C	1	-13	-1	4	-7	-2	-6	2	-2
Cc1cccc(-n2ncc3c2CCCC3NC(=O)CCN2CCCCO2)c1C (stereo not given)	0	7	-2	3	-1	5	3	3	-6
O=C(OCc1nnc(-c2ccc(Cl)cc2)o1)c1ccncc1	-3	1	-4	-1	1	2	-1	5	4
CCC(NC(=S)NCc1ccc(F)cc1)c1ccccc1 (stereo not given)	-5	9	-2	14	4	-6	5	2	-6
CCN(CC)CCCNC(=O)CCc1c(C)n(CC)c2cc(-c3ccccc3OC)nn2c1=O	2	12	3	4	5	9	0	1	7
CC(=O)NCc1ccc(S(=O)(=O)NC(C)CCc2ccccc2)cc1 (stereo not given)	0	-2	1	22	5	4	4	9	7
Cc1ccc2nc(-c3ccccn3)cc(C(=O)NCCc3ccc(F)cc3)c2c1	-2	-4	3	0	14	7	2	2	0
CN1C2=C(C(=O)CC(C)(C)C2)C(c2cccs2)C2=C1CC(C)(C)CC2=O	1	2	2	3	-2	-7	4	4	-4
Cc1nc2ccccc2n1CC(=O)N1CC(=O)Nc2ccccc21	0	7	-1	-1	-4	0	-1	-3	4
Cc1nccn1CC(O)COc1ccccc1 (stereo not given)	-2	1	-3	5	6	7	1	2	13
CC1=C(C(=O)OCc2ccccc2)C(c2cccnc2)n2ncnc2N1 (stereo not given)	-1	5	-2	-2	2	2	-4	-3	19
Nc1nc(NCCc2ccccc2)nc(NCc2ccccc2)c1[N+](=O)[O-]	-16	1	-4	3	2	-11	-10	1	-2
Cc1cc(=O)oc2cc(OCC(=O)Nc3ccc(CN4CCOCC4)cc3)c(Cl)cc12	-3	9	-2	0	2	-4	-3	8	-3
O=S(=O)(c1ccc(N2CCOCC2)nc1)N(Cc1ccccn1)Cc1ccccn1	-1	1	-4	3	12	3	0	4	6
COc1ccc(N2C(=O)CC(Sc3nc4ccccc4s3)C2=O)cc1OC (stereo not given)	0	8	4	-3	7	2	9	5	0
Cc1cccc(NS(=O)(=O)c2ccc3c(c2)Cc2cc(S(=O)(=O)Nc4cccc(C)c4C)ccc2-3)c1C	1	-61	5	-12	-5	-19	-11	8	0
COc1cccc2cc(C(=O)N3CCN(c4ccc(C)cc4C)CC3)c(=O)oc12	-4	0	-4	-1	30	4	-7	3	7
CCOc1ccc(CNC(=O)CCCOc2cc(=O)n(C)c3ccccc23)cc1	-1	4	5	-5	-5	-3	4	-1	8
Cc1cccc(NC(c2ccc(C)s2)c2ccc3ccc(C)nc3c2O)n1 (stereo not given)	1	5	-6	1	14	-1	1	6	14
COc1ccccc1N1CN(Cc2ccccc2)CNC1=S	-3	-4	2	-1	-3	0	-3	4	10
Cc1n[nH]c(=O)c2c(NC(=O)CSc3ccc(F)cc3)oc(C)c12	2	2	-5	4	-8	2	5	1	1
CCOC(=O)c1cccc(NC(=O)CN(C)S(=O)(=O)c2cnc[nH]2)c1	-4	1	-10	0	-1	-5	-2	-3	5
CC[C@H](C)[C@@H]1NC(=O)c2cc([N+](=O)[O-])cc(F)c2OCC[C@@H](C(N)=O)NC(=O)[C@H](CCCCN)NC1=O	0	5	-3	1	0	1	1	4	-8
CCCC(=O)Nc1ccc(Cl)c(NC(=O)c2ccco2)c1	2	3	-1	6	-3	1	-1	5	1
O=C(Nc1ccc(N2CCN(C(=O)c3cccs3)CC2)cc1)c1cccnc1	1	5	-8	1	2	4	-4	6	5
COc1cccc(-c2cc(C(=O)NCC3CCCO3)c3cc(Br)cc(C)c3n2)c1 (stereo not given)	1	-9	-2	-2	0	4	2	3	-4
CCCCNC(=O)O[C@H]1C[C@@H]2CCN3C(=O)CCC[C@H]([C@H]1Cc1ccccc1)[C@H]23	1	-2	-6	0	2	2	-2	6	2
Next section
SMILES	LYPLA1 counter	PAFAH2 FP inh	PAD4 inh	PAFAH1B2 FP inh	GSTO1 counter	LYPLA2 inh	PME-1 inh	pPAFAH inh	PAFAH1B3 FP inh
CC(C)(C)OC(=O)N1CCC(CNC(=O)c2cccs2)CC1	0	x	1	x	4	3	1	-5	x
CCN1CCc2c(OCC(=O)Nc3ccc4c(c3)OCCO4)cccc2C1=O	2	x	-1	x	-5	1	0	-2	x
CC(=O)Nc1ccc(Oc2cnc3ccccc3n2)cc1	-4	-4	2	3	1	-8	-5	1	-4
O=S(=O)(c1ccc2nc(N3CCN(c4ccccc4)CC3)ccc2c1)N1CCCCC1	-3	3	6	4	8	-4	1	5	10
O=C(/C=C/c1ccc2c(c1)OCO2)NCCCN1CCOCC1	6	-6	2	-1	2	2	-3	-3	2
CC(OC(=O)Cc1ccccc1[N+](=O)[O-])C(=O)Nc1ccc(Cl)cn1 (stereo not given)	3	-2	2	4	-2	3	0	3	3
O/N=C(/c1ccccc1)c1cc2cc(Br)cc(Br)c2o1	-3	-4	0	9	7	12	-1	-2	8
CCCCN(CCCNC(=O)Cn1nc(CC)n2c(cc3sc(C)cc32)c1=O)Cc1ccccc1	-1	-1	-1	3	6	7	8	5	-1
O=C(O)c1ccc(N/N=C/c2c[nH]c3ccccc23)cc1	-3	0	2	-1	13	-3	-3	11	5
Cc1cc(=O)[nH]c(-n2ncc(C#N)c2N)n1	3	-2	-7	2	26	4	3	0	8
O=c1oc(-c2ccccc2NS(=O)(=O)c2ccc3ccccc3c2)nc2ccccc12	-7	36*	-4	4	-203	-2	3	-6	-20
CC(=O)NC(C)CCc1ccccc1 (stereo not given)	2	-2	3	3	0	3	-6	3	6
COC(=O)c1cc2c(N)c(C(=O)c3ccc(Cl)cc3)sc2nc1C(OC)OC	-6	-7	0	7	-6	-15	0	-5	9
CCC(=O)N=c1sc2ccccc2n1-c1ccccc1	0	9	-8	0	2	-2	1	-4	2
CCCSc1nnc(-c2ccccc2NC(=O)CC)c(=O)[nH]1	-3	4	-2	0	2	2	-2	-4	4

Source: PubChem BioAssay (The Scripps Research Institute Molecular Screening Center)

These rows are one share of the data. The share of hits here may be higher or lower than overall.
